L3MBTL1 block: L3MBTL1 (human) inhibition; 230,000 tested, 0.66% active; Potency, µM (highest dose often 57.1 µM), without a hit: at the highest dose activity, negative = inhibition, actives largely listed as inhibitors; AID 485360; AlphaScreen L3MBTL1–H3K9me1 peptide binding; Q9Y468; active means well fitted inhibition curve with a large enough effect; inconclusive means small, poorly fitted or top-dose-only effect; inactive means no such curve, though single readings can be large or run the other way; further: nearly all actives have a fitted effect of over 60% in size
Target sequence (Q9Y468 whole entry, looked up): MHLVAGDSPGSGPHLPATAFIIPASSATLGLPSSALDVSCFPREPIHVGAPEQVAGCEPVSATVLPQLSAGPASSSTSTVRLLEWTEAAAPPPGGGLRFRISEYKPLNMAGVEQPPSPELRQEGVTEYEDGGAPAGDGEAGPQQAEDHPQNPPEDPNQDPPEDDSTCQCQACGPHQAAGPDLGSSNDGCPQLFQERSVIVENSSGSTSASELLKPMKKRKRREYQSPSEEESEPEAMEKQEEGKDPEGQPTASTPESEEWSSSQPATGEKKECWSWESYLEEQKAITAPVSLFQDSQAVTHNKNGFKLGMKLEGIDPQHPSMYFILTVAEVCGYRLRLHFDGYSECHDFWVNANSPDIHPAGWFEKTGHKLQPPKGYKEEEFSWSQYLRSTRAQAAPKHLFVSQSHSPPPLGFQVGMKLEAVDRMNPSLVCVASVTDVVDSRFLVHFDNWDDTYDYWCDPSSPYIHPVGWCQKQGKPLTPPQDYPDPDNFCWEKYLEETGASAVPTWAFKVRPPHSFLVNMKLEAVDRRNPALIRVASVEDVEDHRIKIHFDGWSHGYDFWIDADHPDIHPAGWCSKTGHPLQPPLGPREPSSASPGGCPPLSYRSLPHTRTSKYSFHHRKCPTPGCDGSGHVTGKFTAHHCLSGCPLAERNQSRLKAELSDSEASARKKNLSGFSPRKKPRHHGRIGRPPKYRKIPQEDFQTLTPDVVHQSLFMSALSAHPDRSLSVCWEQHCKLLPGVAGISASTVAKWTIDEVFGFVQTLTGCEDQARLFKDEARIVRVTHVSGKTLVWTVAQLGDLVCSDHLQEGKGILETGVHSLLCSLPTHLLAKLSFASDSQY
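Read-out is AlphaScreen signal from streptavidin donor and nickel chelate acceptor beads (10 ug/mL final each) bridging L3MBTL1 (50 nM) and biotinylated K9-monomethylated H3(1-15) peptide (75 nM), after 30 min compound exposure at room temperature.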
* hit, by the source's call; ? = inconclusive; [ ] = remark or other dose. On the % scale 0 is the no-effect control and ±100 the full control effect; potency means the concentration at half of the fitted maximal effect. The list is partial (hit frequency here may not be typical).

Start of the data: the first six compounds, ahead of the listing:
SMILES | L3MBTL1 block
COc1ccccc1Nc1nnc(SCC(=O)NC2CCCC2)s1 | 1%
CSc1ccccc1C(=O)N(CC1CCCO1)c1c(N)n(Cc2ccccc2)c(=O)[nH]c1=O (stereo not drawn) | 0%
C[C@]12c3[nH]c4ccc(Cl)cc4c3CCN1C(=O)[C@@H](CC(=O)NCC13CC4CC(CC(C4)C1)C3)C[C@@H]2C(=O)N1CCCCC1 | -12%
COC(=O)C1CCN(CC(=O)Nc2ccc3c(c2)OCCO3)CC1 | 5%
O=C(CN1CCN(S(=O)(=O)c2ccccc2)CC1)N1CCCCC1 | -4%
S=c1[nH]nc(-c2ccccc2)n1/N=C/c1cccc(Br)c1 | -2%[2.29 µM]

The listing (from the top)
SMILES | L3MBTL1 block
COc1ccccc1Nc1nnc(SCC(=O)NC2CCCC2)s1 | 1%
CSc1ccccc1C(=O)N(CC1CCCO1)c1c(N)n(Cc2ccccc2)c(=O)[nH]c1=O (stereo not drawn) | 0%
C[C@]12c3[nH]c4ccc(Cl)cc4c3CCN1C(=O)[C@@H](CC(=O)NCC13CC4CC(CC(C4)C1)C3)C[C@@H]2C(=O)N1CCCCC1 | -12%
COC(=O)C1CCN(CC(=O)Nc2ccc3c(c2)OCCO3)CC1 | 5%
O=C(CN1CCN(S(=O)(=O)c2ccccc2)CC1)N1CCCCC1 | -4%
S=c1[nH]nc(-c2ccccc2)n1/N=C/c1cccc(Br)c1 | -2%[2.29 µM]
O=C1[C@H]2CC3C=CC2(O3)[C@@H]2OCCCN12 (stereo partly drawn) | -7%
CCCCCCCN1CCC(=O)N([C@H](CO)c2ccccc2)CC1 | 6%
CC(OC(=O)Cc1ccsc1)C(=O)Nc1ccc(C(N)=O)cc1 (stereo not drawn) | -2%
COc1ccc2oc(C(=O)OCC(=O)NCc3ccco3)c(C)c2c1 | -30%
COC(=O)c1ccc(CN2CCCC(C(=O)c3cc(F)ccc3OC)C2)cc1 (stereo not drawn) | 0%
CC1CCCCC1NC(=O)c1ccco1 (stereo not drawn) | 5%
CS(=O)(=O)N(CC(=O)NCCSCc1ccccc1)c1ccccc1Br | -7%
O=C(CCC(=O)c1ccc(Cl)s1)Nc1ncccc1O | -16%
C[C@H]1CN([C@@H](C)CO)C(=O)Cc2cc(NC(=O)CCC(F)(F)F)ccc2O[C@H]1CN(C)Cc1ccc(-c2ccccc2)cc1 | -8%
O=C(COC(=O)c1cnc(Cl)c(Cl)c1)NC1CC1 | 10%
O=S(=O)(c1ccc(F)cc1)N1CCN(CC(O)COCC2CCCO2)CC1 (stereo not drawn) | 3%
O=C(NCc1ccccc1CN1CCCC1)c1cccc(S(=O)(=O)N2CCCC2)c1 | ?
CC(OC(=O)c1ccc(F)c(S(=O)(=O)N2CCOCC2)c1)C(=O)NC1CCCC1 (stereo not drawn) | 33%[activator]
CC1CCCN(C(=O)c2ccc(NS(=O)(=O)c3ccc4[nH]c(=O)[nH]c4c3)cc2)C1 (stereo not drawn) | 10%
CC(OC(=O)Cc1c[nH]c2ccccc12)C(=O)Nc1ccccc1F (stereo not drawn) | -8%
COc1ccc(OCCC(=O)N2CCN(C)CC2)cc1 | 6%
Cc1cc(OCc2n[nH]c(=S)n2-c2ccccc2)ccc1Cl | 0%
CCCCCCn1cc(C(=O)O)c(=O)c2cc(F)c(N3CCN(C)CC3)cc21 | 3%
Cc1ccc(S(=O)(=O)N(C)CC(=O)NNC(=O)CCNS(=O)(=O)c2cccc(C)c2)cc1 | -8%
COc1ccc(CNC(=O)c2c[nH]c3ccccc3c2=O)cc1 | -1%
NC(=O)CC[C@H](NC(=O)c1ccc(F)cc1)C(=O)N1CCN(Cc2ccc3c(c2)OCO3)CC1 | 6%
CCCCCc1ccc(-c2cn(CCCOCc3ccccc3)nn2)cc1 | 51%[activator]
COC(=O)c1ccc(OCc2nn[nH]n2)cc1 | 5%
COc1cccc(N2CCN(Cc3ccco3)CC2)c1 | -4%
CCOc1cc(C(=O)N2CCC(CC3CC(c4cccc(Br)c4)=NO3)(C(=O)NCC3CCCCC3)CC2)cc(OCC)c1OCC (stereo not drawn) | -9%
COC(=O)c1ccc(NS(=O)(=O)c2cc3c4c(c2)CCC(=O)N4CCC3)cc1 | 1%
O=C(NCCC(=O)N(Cc1ccco1)Cc1cccs1)c1ccc([N+](=O)[O-])cc1 | -9%
Cc1ccccc1OCC(=O)N(Cc1nnc(-c2ccc(Cl)cc2)o1)C(C)C | 0%
Cc1ccc(NS(=O)(=O)c2ccc3[nH]c(=O)oc3c2)cc1Cl | 2%
Clc1ccccc1OCCCCN1CCNCC1 | -5%

3 entries from above, sorted by SMILES length, low to high:
SMILES | L3MBTL1 block
COc1cccc(N2CCN(Cc3ccco3)CC2)c1 | -4%
Cc1ccc(NS(=O)(=O)c2ccc3[nH]c(=O)oc3c2)cc1Cl | 2%
COC(=O)c1ccc(NS(=O)(=O)c2cc3c4c(c2)CCC(=O)N4CCC3)cc1 | 1%

(list continues)
SMILES | L3MBTL1 block
CC(C)[C@H](NS(=O)(=O)c1ccccc1)C(=O)OCC(=O)NCc1ccc2c(c1)OCO2 | 29%
Cc1c(C(=O)NCc2ccco2)oc2ccc(Br)cc12 | ?
Nc1nc2c(ncn2[C@H]2C[C@H](O)[C@@H](CO)O2)c(=O)[nH]1 | 20%
CCCOc1c(Br)cc(C(=O)OCC(=O)NC2CC2)cc1OC | 10%
O=C(c1ccco1)N1CCN(C(=O)c2cc(Cl)nc3ccccc23)CC1 | 5%
O=C(Cn1cnc2c(NC(=O)OCc3ccccc3)ncnc21)NCCN1CCOCC1 | 4%
CN(C(=O)c1ccncc1)C1CCCCC1 | 20%
CCOc1ncccc1C(=O)Nc1cc(C(F)(F)F)ccc1N1CCOCC1 | 9%
O=[N+]([O-])c1ccccc1S(=O)(=O)Nc1ccc(-c2ccc(N3CCOCC3)nn2)cc1 | -8%
COc1cccc(NC(=S)NC(=O)/C=C/c2ccco2)c1 | -27%
CC1CCCC(NC(=O)c2cc(-c3ccncc3)nc3ccccc23)C1C (stereo not drawn) | -5%
C[C@@H]1COC(=O)[C@@H](CC(=O)OC(C)(C)C)C/C=C\C[C@@H](CC(=O)NCCO)C(=O)N1 | 5%
O=C(c1ccc(Cl)cc1)N(Cc1ccco1)C1CCS(=O)(=O)C1 (stereo not drawn) | 1%
Cc1cc(NC(=O)CSCC(=O)NCc2cccc(C(F)(F)F)c2)no1 | -3%
O=C(COC(=O)COc1ccccc1F)NC1CC1 | 11%
Cn1c(N)c(C(=O)COC(=O)CC(NC(N)=O)c2ccc(Cl)cc2)c(=O)n(C)c1=O (stereo not drawn) | 17%
COc1ccc(-c2csc(N(CCCN(C)C)C(=O)c3ccc(Br)cc3)n2)cc1 | -3%[2.29 µM]
Cc1ccc(C(=O)NCC(=O)Nc2ccc3c(c2)CCC3)cc1C | 0%
CC(=O)Nc1cccc(C(=O)OCC(=O)NC(=O)c2ccccc2)c1 | 2%
CNC[C@H]1Oc2c(NS(=O)(=O)c3cccs3)cccc2C(=O)N([C@H](C)CO)C[C@@H]1C | 6%
COc1cccc(NC(=O)CN(C)C(=O)CNC(=O)c2ccc(Oc3ccccc3)cc2)c1 | 0%
CCc1nccn1S(=O)(=O)c1ccccc1[N+](=O)[O-] | -3%
COc1cc(C)c(C)cc1S(=O)(=O)n1c(C)nc2ccccc21 | -4%
Cc1cc(C)nc(NS(=O)(=O)c2ccc(NC(=O)COc3ccccc3F)cc2)n1 | 2%
COc1cccc(NC(=O)CN(C)C(=O)CCC(=O)c2cc(C)sc2C)c1 | -9%
COC(=O)[C@]1(C)N[C@H](CN(C)C(=O)c2ccccc2)[C@@H]2C(=O)N(C)C(=O)[C@@H]21 | 6%
CCNc1nc(NC(C)C)nc(NS(=O)(=O)c2ccc(C)cc2)n1 | 4%
CN=C1N(C)C[C@@H]2[C@@H]3C(=O)N(Cc4ccccc4)C(=O)[C@@H]3[C@](Cc3ccccc3)(C(=O)OC)N12 | 22%
COc1ccccc1-c1coc2c(CN3CCC(C)CC3)c(O)ccc2c1=O | 5%
Cc1ccc(S(=O)(=O)N2CCOCC2)cc1C(=O)OCC(=O)NCc1ccccc1 | -3%
Cc1ccc2c(c1)CCCN2C(=O)c1cc(C)c(C)s1 | 7%
O=C(Nc1cc2c(cc1Br)OCCO2)c1ccc(=O)[nH]c1 | 4%
COc1ccc(-c2c(-c3cc(OC)cc(OC)c3)n(C)c3ccc(-c4ccc5c(c4)OCCO5)cc23)cc1 | 2%
O=C(Nc1ccccc1F)C(=O)Nc1cccc2ccccc12 | -3%
CC(C)CN(C(=O)COC(=O)c1ccc(Cl)nc1)c1c(N)n(Cc2ccccc2)c(=O)[nH]c1=O | -8%
CN(C(=O)c1ccc2c(c1)OCO2)C1CCS(=O)(=O)C1 (stereo not drawn) | 4%

Taken from the results shown (seven entries):
SMILES | L3MBTL1 block
CCNc1nc(NC(C)C)nc(NS(=O)(=O)c2ccc(C)cc2)n1 | 4%
CN=C1N(C)C[C@@H]2[C@@H]3C(=O)N(Cc4ccccc4)C(=O)[C@@H]3[C@](Cc3ccccc3)(C(=O)OC)N12 | 22%
COc1ccccc1-c1coc2c(CN3CCC(C)CC3)c(O)ccc2c1=O | 5%
Cc1ccc(S(=O)(=O)N2CCOCC2)cc1C(=O)OCC(=O)NCc1ccccc1 | -3%
Cc1ccc2c(c1)CCCN2C(=O)c1cc(C)c(C)s1 | 7%
O=C(Nc1cc2c(cc1Br)OCCO2)c1ccc(=O)[nH]c1 | 4%
COc1ccc(-c2c(-c3cc(OC)cc(OC)c3)n(C)c3ccc(-c4ccc5c(c4)OCCO5)cc23)cc1 | 2%

Next part
SMILES | L3MBTL1 block
N=Nc1c(O)n(CC(=O)Nc2ccccc2)c2ccccc12 | 18%
COc1ccc(CCNC(=O)C2CC(O)CN2S(=O)(=O)c2ccc(Cl)cc2)cc1OC (stereo not drawn) | -3%
COC(=O)[C@]1(CC(C)C)N[C@H](c2ccc(-c3cccc(Cl)c3)cc2)[C@@H]2C(=O)N(C)C(=O)[C@@H]21 | ?
COc1ccc(NC(=O)c2cc([N+](=O)[O-])ccc2N2CCCC2)cc1S(N)(=O)=O | -8%
Cc1ccccc1OCCC(=O)N1CCN(S(=O)(=O)c2ccc(Cl)cc2)CC1 | -2%
O=C(OCC(=O)C12CC3CC(CC(C3)C1)C2)c1ccccc1O | 8%
C[C@]12C(=O)N(c3ccc(F)cc3)C(=O)N1[C@H]1c3ccccc3OC[C@@H]1[C@H]2c1ccccc1 | -9%
COc1cccc(CNC(=O)CSCC(=O)Nc2cc(C)on2)c1 | -9%
O=C(CCCc1ccccc1)NCc1ccccn1 | 1%[2.29 µM]
COc1ccccc1NC(=O)COc1ccc(C(=O)NCC2CCCO2)cc1OC (stereo not drawn) | 3%
Cc1ccc(S(=O)(=O)N(C)C)cc1NC(=O)CN1C(=O)NC(Cc2ccccc2)C1=O (stereo not drawn) | -9%
C=CCN1C(=O)C2(OCCCO2)c2cccc(C)c21 | -2%
O=C(Cn1cnc2c(OCc3ccccc3)ncnc21)NCCN1CCOCC1 | 2%
CCOC(=O)c1cnc(SSc2ncc(C(=O)OCC)c(N)n2)nc1N | 0%[2.29 µM]
O=c1[nH]c(-c2ccc(-c3cccc(Cl)c3)o2)nc2ccccc12 | -26%
Cc1ccc(Cl)cc1N(CC(=O)NCc1ccccc1)S(C)(=O)=O | -1%
Cc1ccc(-c2nc(SC(C)C(=O)N3CCCC3)n[nH]2)cc1 (stereo not drawn) | 13%
CC1=NN(c2ccccc2)C(=O)/C1=C\N(O)c1ccccc1 | -1%
CC(=O)c1ccc(NC(=O)C(C)Oc2ccc(N(C)S(=O)(=O)c3ccc(C)cc3)cc2)cc1 (stereo not drawn) | -7%
CSc1ccccc1NC(=O)C1CC(c2ccccc2Cl)=NO1 (stereo not drawn) | 4%
COc1ccc(NC(=O)c2cc(=O)c3ccccc3o2)cc1Cl | -2%
CC12CCC(=O)N1C(C(=O)Nc1ccc(F)c(Cl)c1)CS2 (stereo not drawn) | -5%
Cc1ccc(NC(=O)C2CCC(C(C)(C)C)CC2)cc1S(=O)(=O)N1CCOCC1 (stereo not drawn) | 1%
COc1cc(NC(=O)CCN2CCN(C)CC2)cc(OC)c1 | -2%
COc1ccc(-c2oc3ccccc3c2C#Cc2cncn2C)cc1 | -15%
CC(OC(=O)C1=COCCO1)C(=O)Nc1ccc(Cl)cn1 (stereo not drawn) | 6%
COc1ccc(-c2oc3ccc(-c4cc(OC)c(OC)c(OC)c4)cc3c2C#Cc2ccccn2)cc1 | 7%
Cc1ccc2c(c1)C(=O)C(=O)N2c1ccc(Cl)cc1 | -7%
Cc1ccc(S(=O)(=O)N2CCCN(C)c3nc4ccccc4nc32)cc1 | 68%[activator]
CC(C)(C)[C@@H]1CCC(=O)N(CC[C@H](Sc2ccc(Br)cc2)c2ccccc2)CC1 | 17%
O=C1c2ccccc2CN1c1ccccc1 | 6%
CC1(C)CC2CC(C)(CN2S(=O)(=O)c2ccccc2[N+](=O)[O-])C1 (stereo not drawn) | -10%
COc1cccc(C(=O)NC2CCNCC2)c1 | -2%
Cc1ccc(N=C2SCCCN2C(=O)C2=COCCO2)cc1Cl | 5%
Cc1cccc(C)c1NC(=O)Cc1cccs1 | 1%
Cc1cccc(-c2nc(-c3ccncc3)no2)c1 | 2%
COc1ccc(CCN(C)C(=O)c2oc3ccccc3c2C)cc1OC | -2%
COc1cccc(CC(=O)OCC(=O)NCc2ccc3c(c2)OCO3)c1 | 4%
O=C(c1cc(=O)[nH]c2ccccc12)N1CCN(S(=O)(=O)c2ccc(Cl)cc2)CC1 | 4%
O=C(Nc1cc(C(F)(F)F)ccc1-n1cncn1)c1ccc(F)cc1Cl | 5%
CCN1CCN(c2ccc(S(=O)(=O)N3CCOCC3)cc2NC(=O)c2ccc(Cl)cc2Cl)CC1 | -9%
CCOc1ccc(S(=O)(=O)NCCC(=O)NC2CCC(C)CC2)cc1 (stereo not drawn) | 2%
COc1ccc([C@H]2CC(=O)C=C(c3cc4ccccc4c4ccccc34)C2)cc1 | -4%
